# Screens as filed in PubChem.
# sdo1 growth = compounds rescuing growth of sdo1-depleted yeast, bone marrow failure model; z-score at 10 µM; AID 817; S. cerevisiae sdo1-depleted JHY4D growth rescue, OD600 30 h; active compounds read high; pdr5 snq2 efflux-pump mutant strain; 140,000 compounds, 0.21% hits;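 active = z-score above 3 at both the 24 hr and the 30 hr optical density reads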;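 note: z-score against mean and SD of all compound wells on the same plate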
# INS promoter inh = TRM-6 insulin promoter activity inhibition | TRM-6 cells (human fetal islet line), insulin promoter-eGFP reporter, imaging; reporter expression induced with tamoxifen | inhibition, % at 2 µM | 130,000 compounds, 0.9% hits;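 active = inhibition above the mean plus 3 SD, with well images judged a real hit on visual review, cut at about 60% in these data, passing the limit was not always enough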
# sdo1 growth Rescue 24 h = also measured in sdo1 growth; calls as there; z-score; S. cerevisiae sdo1-depleted JHY4D growth rescue, OD600; measured here: growth rescue at 24 h;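 0 is the plate mean of compound wells and units are plate SD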
# Active calls of the source: *; . = not tested or not shown; & = joins results of further samples. This is a subset (hit frequency here may not be typical).
item	structure	sdo1 growth	sdo1 growth Rescue 24 h	INS promoter inh
1	CCOc1ccc(NC(=O)C2CCN(C(=O)NCc3ccccc3)CC2)cc1	0.13	-0.76	23
2	CC(C(=O)N1CCC(C(N)=O)CC1)N(c1ccc(Oc2ccccc2)cc1)S(C)(=O)=O (stereo not drawn)	0.1	0.21	.
3	Cc1nnc2sc(-c3ccc(NC(=O)c4ccc(-c5ccc(Br)cc5)o4)cc3)nn12	.	.	27
4	O=C(CSc1nc(-c2ccccc2)cc(C(F)(F)F)n1)NCc1cccs1	-0.84	-0.49	3
5	O=C(COc1ccccc1)N1CCN(C(=O)c2ccc([N+](=O)[O-])cc2)CC1	.	.	26
6	COc1ccc(C2(c3ccc(OC(C)=O)cc3OC(C)=O)CC(c3ccccc3)NC(=S)N2)cc1 (stereo not drawn)	.	.	-20
7	c1ccc(-c2noc(-c3ccncc3)n2)nc1	0.18	-0.14	-61
8	COc1ccc2c(-c3ccccc3)cc(SCC(=O)N(C)C3CCS(=O)(=O)C3)nc2c1 (stereo not drawn)	-0.62	-0.72	-20
9	COc1ccccc1-n1c(C)cc(C=O)c1C	-0.21	-0.34	7
10	CCNc1nc(NCC)n2c(SC(C(=O)Nc3cc(Cl)cc(Cl)c3)c3ccccc3)nnc2n1 (stereo not drawn)	0.17	-0.39	3
11	Cc1nc2c(ccc3nc(NC(=O)c4ccc5c(c4)OCCO5)sc32)s1	-0.9	0.48	0
12	CC1=C(C)CC(C(=O)NNC(=O)c2csc(C)c2C)C(C(=O)O)C1 (stereo not drawn)	1.1	-0.69	-13
13	Cc1cccc2sc(NC(=O)CN(C)S(=O)(=O)c3cccs3)nc12	-1.6	-1	31
14	Cc1ccc(CNC(=O)Cc2ccc(-n3c(=O)[nH]c4ccsc4c3=O)cc2)cc1	1.3	0.43	20
15	CN(C)c1ccc(-c2n(C)c3ccccc3[n+]2C)cc1	0.1	-0.71	.
16	c1ccc(-c2nccc(-c3ccc(-n4cnc5ccccc54)cc3)n2)nc1	-1.6	-0.34	-30
17	COc1cc(/C=N/NC(=O)C(C)Nc2n[nH]c(=O)[nH]c2=O)cc(OC)c1O (stereo not drawn)	0.36	-0.18	.
18	O=c1nc(N2CCOCC2)ccn1Cc1ccc(Br)cc1	1.1	0.35	7
19	COc1ccc(N2CCN(C(=O)Cn3c(=O)[nH]c4ccsc4c3=O)CC2)cc1	-0.38	-0.42	.
20	COC(=O)c1ccc(COC(=O)CCc2nc(-c3ccccc3)c(-c3ccccc3)o2)cc1	0.29	0.87	20
21	c1cncc(C2Nc3ccccc3-c3nc4ccccc4n32)c1 (stereo not drawn)	0.98	0.93	32
22	COc1cc(C)c(Br)cc1S(=O)(=O)NCc1ccccc1	-0.17&-1.2	0.07&-0.65	.
23	O=C(NCc1ccco1)C12CC3CC(C1)CC(C(=O)NCc1ccco1)(C3)C2	0.05	-0.19	.
24	O=C(NCc1ccccn1)c1cc(-c2ccccc2Cl)on1	-0.2	-0.43	-31
25	CCC(C)(C)n1nnnc1C(c1cc2cc3c(cc2[nH]c1=O)OCO3)N1CCN(C)CC1 (stereo not drawn)	0.38	-0.01	18
26	CCCCNC(=O)Cc1c(OC)ccc2cc(Br)ccc12	-1.4	-0.64	-31
27	CCN1CCCC1CNC(=O)C(=O)Nc1ccccc1 (stereo not drawn)	.	.	-15
28	CCCCNc1oc(-c2ccc(OC)cc2)nc1S(=O)(=O)c1ccccc1	-1.2	-0.95	-71
29	O=C(Cn1cnc2ccccc21)Nc1ccc(SC(F)F)cc1	.	.	39
30	COC(=O)C1=C(C)NC(C)=C(C(=O)OC)C1c1ccc2ccccc2n1	1.1	0.91	.
31	CCCCN(CC)Cc1ccc(CNC(=O)Nc2ccc(OCC)cc2)o1	1.5	1.1	-42
32	O=C1CC(C(=O)N(CC2CCCO2)C(C(=O)NC2CCCCC2)c2ccncc2)CS1 (stereo not drawn)	0.07	-1.1	-49
33	Cc1ccc(NC(=S)c2ccc(N(C)C)cc2)cc1	0.18	0.49	-57
34	CCN(C(=O)c1nn(-c2ccc(OC)cc2)c(=O)c2c1c1ccccc1n2C)c1ccc(OC)cc1	.	.	0
35	COc1cc2[nH]c(=O)n(Cc3ccc(C(=O)NC4CCN(Cc5ccccc5)CC4)cc3)c(=O)c2cc1OC	.	.	-49
36	CCOC(=O)c1c(C)c(C(=O)Nc2ccccc2)c(C)n1CC	-0.43	-0.16	.
37	COc1ccc(CN=Cc2c(C(F)(F)F)[nH][nH]c2=O)cc1	0.97	-0.18	-7
38	CN(C)S(=O)(=O)c1cccc(NC(=O)c2cncc(Br)c2)c1	0.18	0.33	8
39	Cc1ccc(NC(=O)NC(=S)NC(=O)c2ccccc2)cc1	-0.13	-0.4	.
40	CCOC(=O)Cn1c(=NC(=O)c2ccc([N+](=O)[O-])s2)sc2ccccc21	-1	0.51	-24

# Reprinted at random: four records from the list
item	structure	sdo1 growth	sdo1 growth Rescue 24 h	INS promoter inh
34	CCN(C(=O)c1nn(-c2ccc(OC)cc2)c(=O)c2c1c1ccccc1n2C)c1ccc(OC)cc1	.	.	0
9	COc1ccccc1-n1c(C)cc(C=O)c1C	-0.21	-0.34	7
39	Cc1ccc(NC(=O)NC(=S)NC(=O)c2ccccc2)cc1	-0.13	-0.4	.
19	COc1ccc(N2CCN(C(=O)Cn3c(=O)[nH]c4ccsc4c3=O)CC2)cc1	-0.38	-0.42	.

# Next section
item	structure	sdo1 growth	sdo1 growth Rescue 24 h	INS promoter inh
41	CCn1c(SCC(=O)c2ccccc2)nnc1-c1cnccn1	0.6	0.96	-8
42	COc1cc(Cl)c(C)cc1NC(=O)CSc1ccc(NC(C)=O)cc1	-0.23	-1.3	-7
43	CC1(C)CC(C)(c2ccc(O)cc2O)N(c2ccc3ccccc3c2)C(=S)N1 (stereo not drawn)	-0.55	-1.3	10
44	CC1CCN(S(=O)(=O)c2ccc(S(=O)(=O)NCc3ccccc3)cc2)CC1	-0.42	-0.15	-6
45	CCOc1ccc(OCC)c(NC(=O)CNS(=O)(=O)c2cccs2)c1	-0.69	-0.63	-7
46	CCCCCCCOC(=O)c1ccc(OC(=O)c2cccnc2)cc1	-0.87	-0.9	-19
47	Cc1ccc(C(=O)n2c3ccccc3c3ccccc32)cc1	-0.76	-0.7	-88
48	Cc1cc(Oc2ccc(=O)n(C)n2)nc(SCc2ccccc2)n1	.	.	-55
49	COc1ccc(/C=C/c2nc(-c3ccccc3O)n(-c3ccccc3)n2)cc1	-0.23	0.9	18
50	CCc1ccc(-c2csc(-c3c[nH]c4ccccc34)n2)cc1	-2	-1.1	9
51	COC(=O)[C@@]1(Cc2ccc(F)cc2)[C@H]2c3cc(C(=O)N(C)C)n(Cc4c(CO)[nH]cc(C)c4=O)c3C[C@H]2CN1C(=O)c1ccccc1	-0.08	-0.56	32
52	Nc1nonc1C(=O)NCCNS(=O)(=O)c1ccc(Br)cc1	0.74	0.41	-46
53	Cc1ccc(S(=O)(=O)Nc2cccc(-c3cn4ccsc4n3)c2)cc1	-1.6	-0.92	20
54	CCOC(=O)C1CCN(C(=O)CSCCSCC(=O)N2CCC(C(=O)OCC)CC2)CC1	0.52	0.2	-126
55	Cc1cc(NC(=O)c2ccccc2)n(-c2nc3ccccc3[nH]2)n1	.	.	27
56	Cc1ccccc1NC(=O)Cn1c(=O)n(C)c2ccccc21	1	1.1	.
57	COc1ccc(C2=NN(CCC(=O)NCc3ccc4c(c3)OCO4)C(=O)CC2)cc1	1.7	1.8	-25
58	Cc1cccc(Cc2nnc(CCC(=O)N(C)C3CCOC3)o2)c1 (stereo not drawn)	.	.	-28
59	CC(C)CCNC(=O)CN(Cc1ccc2c(c1)OCO2)C(=O)CCC(=O)Nc1ccccn1	0.42	-0.1	.
60	O=C(C1=C(O)C(=O)N(CCN2CCOCC2)C1c1ccccc1)c1cccs1 (stereo not drawn)	.	.	-23
61	CCOC(=O)c1ccc(NC(=O)CNC(=O)c2ccccc2)cc1	0.36	-0.32	3
62	Fc1cccc(C2CC(c3cccc(Br)c3)Nc3nnnn32)c1 (stereo not drawn)	-0.72	-0.59	-7
63	Cc1ccc(-c2nc(=S)c3c(n2CCN2CCOCC2)CC(C)(C)OC3)cc1	0.54	-0.18	60
64	COc1ccc(C2C(C#N)=C(N)N(Nc3ccccc3)C3=C2C(=O)CC(C)(C)C3)cc1C (stereo not drawn)	-0.38	-0.05	.
65	CC(NC(=O)Nc1ccccc1F)C(C)(C)C (stereo not drawn)	.	.	-11
66	CCNC(=S)NNc1nc(N2CCCCC2)nc(N2CCOCC2)n1	.	.	11
67	Cn1c(NC(=O)Cc2ccc(F)cc2)cc(=O)n(C)c1=O	-1.9	-1.7	.
68	COCCn1c(SCC(=O)N2CCCc3ccccc32)nnc1-c1ccco1	0.82	1.2	-76
69	CCS(=O)(=O)Nc1cc(C(=O)O)ccc1C	.	.	21
70	CCCc1cc(=O)[nH]c(SCc2ccc(C#N)cc2)n1	-0.35	-0.73	52
71	CCOc1ccc(Cc2onc3c2C(=O)CC(C)(C)C3)cc1OCC	.	.	-47
72	CCOC(=O)c1c(C)nc2sc3c(=O)[nH]cnc3c2c1-c1ccc(OC)cc1	1.8	2.8	-108
73	CC(C)(C)NC(=O)C(c1ccc(O)cc1)N(C(=O)CCC(=O)Nc1nccs1)c1ccccc1F (stereo not drawn)	.	.	-27
74	COc1ccc(-c2cc(-n3c(C(F)(F)F)nc4ccccc43)n(CCC#N)n2)cc1	-0.53	-0.65	-29
75	O=C(Cc1coc2cc3c(cc12)CCC3)OCc1cc(=O)n2c(n1)sc1ccccc12	-1	-1.6	.
76	O=S(=O)(c1ccccc1)c1cnc(-c2cccnc2)nc1-c1ccc(Cl)cc1Cl	-0.3	-0.04	7
77	O=C(Nc1ccc(F)cc1F)c1ccccc1-c1ccccc1	0.39	0.49	.
78	CC(C)=C1SC(N2CCOCC2)=NC1=O	0.72	0.84	7
79	CCOC(=O)C1CCN(CCC(=O)Nc2ccc(Cl)cc2)CC1	0.76	0.86	43
80	COCCN1C(=O)N(c2cccc(C)c2)C(=O)C1CC(=O)Nc1ccc(F)cc1 (stereo not drawn)	0.77	0.55	50

# Structures listed so far with a CF3 group:
item	structure	sdo1 growth	sdo1 growth Rescue 24 h	INS promoter inh
4	O=C(CSc1nc(-c2ccccc2)cc(C(F)(F)F)n1)NCc1cccs1	-0.84	-0.49	3
37	COc1ccc(CN=Cc2c(C(F)(F)F)[nH][nH]c2=O)cc1	0.97	-0.18	-7
74	COc1ccc(-c2cc(-n3c(C(F)(F)F)nc4ccccc43)n(CCC#N)n2)cc1	-0.53	-0.65	-29

# Later entries:
item	structure	sdo1 growth	sdo1 growth Rescue 24 h	INS promoter inh
81	CCCN1CC23C=CC(O2)C(C(=O)O)C3C1=O (stereo not drawn)	-0.02	-0.34	.
82	O=C(Nc1cc(C(F)(F)F)ccc1N1CCOCC1)c1ccc2ccccc2n1	0.75	2.4	24
83	Cc1ccccc1CN(c1ccc(C(=O)NCc2ccccn2)cc1)S(C)(=O)=O	.	.	-21
84	COc1cccc(C(=O)c2sc(NC(C)C)nc2N)c1	-1.4	-1.1	-4
85	O=C(Nc1ccc(F)cc1)c1nn(-c2ccccc2)c(=O)cc1Cl	.	.	-30
86	O=C(NCCCN1CCOCC1)c1cc2c(s1)CCC2	0.86	0.89	7
87	Cc1ccc(/C=C/C(=O)Nc2ccc([N+](=O)[O-])cc2)o1	-1.1	0.04	-13
88	O=C(CSCc1ccc(Br)cc1)Nc1ccc(S(=O)(=O)N2CCOCC2)cc1	-0.11	0.43	.
89	CCOCCCNCC(=O)NC1(C)C2CCC(C2)C1(C)C (stereo not drawn)	0.56	0.03	3
90	O=C(O)CCn1c(C(=O)O)cc2sccc21	0.8	0.52	3
91	Cc1ccc(NC(=O)C2C3CC4OC(=O)C2C4C3)cc1Cl (stereo not drawn)	0.78	-0.05	-59
92	COc1cccc(/C=N/n2cnc3ccccc32)c1OC	0.1	0.24	8
93	CCn1c(-c2ccccc2)c[nH]c1=S	-0.61	-0.89	-5
94	O=C(Nc1ccc(F)cc1)c1cc(S(=O)(=O)Nc2ccc(F)cc2)cs1	-0.13	-0.88	54
95	CC(CCc1ccccc1)NC(=O)c1ccc(Cl)nc1 (stereo not drawn)	0.01	-0.04	-16
96	COc1ccc2c(c1)O[C@H](c1ccc3c(c1)OCO3)[C@@H](OC(=O)N[C@H](C)C1CCCCC1)C2=O	-0.8	-0.25	-60
97	CC1CCC2C(=O)N(c3ccc(NC4CCCCC4)c([N+](=O)[O-])c3)C(=O)C2C1 (stereo not drawn)	0.65	0.2	31
98	COc1ccc(CCN(Cc2ccc(C(C)C)cc2)S(=O)(=O)c2ccc(S(=O)(=O)N(C)C)cc2)cc1OC	0.07	1.4	-3
99	O=C(O)CC12CSc3[nH]c(=O)sc3C1c1ccccc1OC2=O (stereo not drawn)	0.37	0.48	.
100	Cc1ccc2[nH]c3c(c2c1)CN(C(=O)CN1CCN(c2ccccc2)CC1)CC3	0.99	0.88	-30
101	Cc1csc(NC(=O)CSc2ccc3nnc(-c4ccncc4)n3n2)n1	.	.	0
102	CCOC(=O)CC(NS(=O)(=O)Cc1ccccc1)c1ccc(C)cc1 (stereo not drawn)	-0.12	-0.31	-33
103	Nc1ccc(C(=O)OCc2nc3c(ccc4ccccc43)[nH]2)cc1	-1.5	-1.8	39
104	O=C(COc1nc2ccccc2nc1N1CCOCC1)Nc1cccc(S(=O)(=O)N2CCCCC2)c1	1.2	1.5	.
105	CC(C)CNC(=S)NC1CC2CCCC(C1)N2C1CCCCC1 (stereo not drawn)	.	.	-27

# Entries of single compounds, quoted from the list. Order of values: sdo1 growth | sdo1 growth Rescue 24 h | INS promoter inh
# `O=C(COc1nc2ccccc2nc1N1CCOCC1)Nc1cccc(S(=O)(=O)N2CCCCC2)c1` across the screens: 1.2 | 1.5 | .
# `Cc1csc(NC(=O)CSc2ccc3nnc(-c4ccncc4)n3n2)n1` across the screens: . | . | 0
